sPLA2-III inh – Inhibits HGIII-sPLA2 liposome hydrolysis, primary screen | AID 743126 | QFRET BODIPY PC-A2 liposome hydrolysis, fluorescence | actives 0.56% (n = 370,000) | inhibition, % at 12.2 µM | Q9NZ20;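 active = inhibition above mean plus 3 SD of compounds lying within the high and low control bounds, cut at about 19% in these data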;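 also: 0% = median of test compound wells and 100% = no enzyme DMSO wells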
Target sequence (Q9NZ20 whole entry, looked up): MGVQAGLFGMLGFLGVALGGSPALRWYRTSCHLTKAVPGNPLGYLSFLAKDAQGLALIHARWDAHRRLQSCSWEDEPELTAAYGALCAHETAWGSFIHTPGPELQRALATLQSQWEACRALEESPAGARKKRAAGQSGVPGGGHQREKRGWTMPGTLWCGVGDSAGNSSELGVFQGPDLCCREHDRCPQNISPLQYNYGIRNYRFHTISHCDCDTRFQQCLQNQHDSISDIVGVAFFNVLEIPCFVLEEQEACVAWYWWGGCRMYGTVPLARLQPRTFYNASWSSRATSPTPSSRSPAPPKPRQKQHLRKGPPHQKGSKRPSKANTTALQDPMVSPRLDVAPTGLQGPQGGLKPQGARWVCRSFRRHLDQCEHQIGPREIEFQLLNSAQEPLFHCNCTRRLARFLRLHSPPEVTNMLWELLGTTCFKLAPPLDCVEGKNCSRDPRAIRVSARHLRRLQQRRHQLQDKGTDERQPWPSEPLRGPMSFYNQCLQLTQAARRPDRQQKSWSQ
hgDAF-12 ag – hgDAF-12 agonism, primary luciferase screen | HEK293 GAL4-hgDAF12 UAS-luciferase reporter, agonist luminescence; normalized to butyrate control | activation, % at 6.8 µM | actives 1.8% (n = 370,000) | AID 687014;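 active = activation above a cutoff set at the mean of all screened compounds plus 3 SD, cut at about 10% in these data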;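 also: 0% = DMSO wells and 100% = sodium butyrate wells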
ADAM17 inh – ADAM17 inhibition, QFRET primary screen | P78536 | AID 720648 | inhibition, % at 6.95 µM | actives 0.83% (n = 370,000) | recombinant ADAM17, EDANS/DABCYL FRET peptide cleavage;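 active = inhibition above the mean of compounds lying between control limits plus 3 SD, set per campaign, cut at about 8.5% in these data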;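 also: 0% = DMSO-only wells as the low control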
ADAM10 inh – inhibitors of human ADAM10; recombinant ADAM10, EDANS/DABCYL FRET peptide cleavage, 3 h; inhibition, % at 7 µM; actives 0.62% (n = 370,000);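 active = inhibition above a per-campaign cutoff equal to the mean of compounds falling between control-based bounds plus 3 SD, cut at about 20% in these data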;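 also: 0% = DMSO wells while the 100% control is not disclosed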
Target sequence (O14672 214-748 limits assumed): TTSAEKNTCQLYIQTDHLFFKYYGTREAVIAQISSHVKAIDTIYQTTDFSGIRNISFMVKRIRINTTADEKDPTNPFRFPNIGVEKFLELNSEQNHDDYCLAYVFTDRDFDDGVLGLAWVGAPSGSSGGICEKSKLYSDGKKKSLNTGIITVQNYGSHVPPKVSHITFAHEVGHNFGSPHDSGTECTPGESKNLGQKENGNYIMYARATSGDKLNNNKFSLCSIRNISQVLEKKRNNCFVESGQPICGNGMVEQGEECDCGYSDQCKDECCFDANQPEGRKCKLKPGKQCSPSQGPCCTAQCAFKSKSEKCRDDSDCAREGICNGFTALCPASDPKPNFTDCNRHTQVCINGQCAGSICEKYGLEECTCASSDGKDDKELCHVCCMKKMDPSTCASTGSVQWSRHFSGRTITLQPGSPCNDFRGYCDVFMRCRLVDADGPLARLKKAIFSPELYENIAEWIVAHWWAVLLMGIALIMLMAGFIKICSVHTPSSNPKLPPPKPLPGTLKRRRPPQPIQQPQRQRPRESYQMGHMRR
PLC-gamma1 inh – blocks human PLC-gamma1 enzyme activity | purified PLC-gamma1, fluorogenic substrate, fluorescence | inhibition, % at 12.2 µM | actives 0.84% (n = 370,000) | AID 720700; in the data active = inhibition above about 9.5%
DAX1 inh-1 – inhibits human nuclear receptor DAX1; inhibition, % at 6.75 µM; P51843; HEK293 Gal4-DAX1 luciferase reporter, luminescence; AID 504766; actives 0.99% (n = 340,000);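 active = inhibition above the mean over all tested compounds plus 3 SD, cut at about 4.2% in these data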;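 also: 0% = DAX1-transfected cells with DMSO and 100% = empty-vector control cells with DMSO; inhibition shows as a rise in luminescence from relieved DAX1 repression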
ssDAF12 agonist – S. stercoralis DAF-12 activation, primary screen. HEK293 ssDAF-12/GRIP1 lit1-tk-luc reporter, luminescence; % of 3 µM dafachronic acid response. actives 1% (n = 370,000). activation, % at 6.8 µM. AID 652126;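 active = activation above the mean over all tested compounds plus 3 SD, cut at about 0.9% in these data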;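 also: 0% = DMSO-only wells and 100% = 3 µM delta7-dafachronic acid wells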
PLC-beta3 inh – PLC-beta3 (human) inhibition, primary screen; Q01970; Purified PLC-beta3, fluorogenic substrate, fluorescence; inhibition, % at 12.2 µM; actives 0.18% (n = 370,000); in the data active = inhibition above about 11%;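 also: 0% = median of compound wells on plate and 100% = full blocker control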
hcDAF-12 act – activators of H. contortus DAF-12 nuclear receptor | HEK293 hcDAF-12 lit1-tk-luc reporter, luminescence; 0% DMSO, 100% Δ7-dafachronic acid | activation, % at 6.8 µM | actives 1.4% (n = 370,000) | AID 652067;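 active = activation above the mean of all tested compounds plus 3 SD, cut at about 5.5% in these data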;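 also: 100% = response to 3 µM Δ7-dafachronic acid high control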
FXN GAA850 act – increases GAA850 frataxin promoter reporter activity; activation, % at 6 µM; actives 0.56% (n = 360,000); HEK293 lucGAA850 FXN promoter luciferase reporter, 24 h; percent of 10 µM SAHA response;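 active = activation above the average of all compounds screened plus 3 SD, cutoff fixed separately per campaign, cut at about 7.5% in these data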;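 also: 0% = DMSO wells and 100% = 10 µM SAHA wells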
DAX1 inh-2 – inhibitors of DAX1 repression of SF-1 activated StAR promoter | HEK293T StAR-luciferase reporter, SF-1/DAX-1 repression relief | inhibition, % at 6.8 µM | actives 1.1% (n = 370,000) | AID 652010;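 active = inhibition above the mean over all tested compounds plus 3 SD, cut at about 3.6% in these data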;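 also: 0% = DAX-1 cells with DMSO and 100% = cells lacking DAX-1 with DMSO; higher inhibition means more luminescence from relief of DAX-1 repression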
An asterisk follows results filed as active; i = inactive; / = no result given.

Values in the order: hgDAF-12 ag	sPLA2-III inh	ADAM17 inh	PLC-beta3 inh	DAX1 inh-2	DAX1 inh-1	hcDAF-12 act	ADAM10 inh	FXN GAA850 act	PLC-gamma1 inh	ssDAF12 agonist
#1 CN(/N=C/c1ccncc1)C1=NCCN1
→ 0.4	-1	6	0	-0.1	-0.1	-0.7	4	-0.6	4	-0.6
#2 N#Cc1ccc(CSc2nnc(NC(=O)CN3C(=O)C4CC=CCC4C3=O)s2)cc1 (centres undefined)
→ 0.3	-18	1	-2	0.4	-1.0	-1.2	3	-1.1	1	-0.3
#3 O=C(Nc1ccccn1)N1CCOCC1
→ 2.9	4	0	-1	0.1	1.5	1.0	9	-0.4	1	-1.2
#4 CCCNC(=O)NCCC12CC3CC(CC(C3)C1)C2
→ 5.0	1	-5	0	0.3	0.0	-0.9	1	3.9	0	-0.9
#5 CC(C)NC(=S)N/N=C/c1ccc(N2CCOCC2)cc1
→ 9.1	10	-297	-182	1.2	-1.4	1.2	i	1.2	-151	-2.0
#6 CC1CCCC(C)N1C(=O)COC(=O)c1cccc(S(=O)(=O)N(C)c2ccccc2)c1 (centres undefined)
→ -0.7	-10	2	0	-2.2	0.1	-0.9	4	1.8	0	-0.9
#7 CC(C)[C@H](NC(=O)c1ccc(Cl)cc1Cl)C(=O)NNc1cccc(C(=O)O)c1
→ 2.1	10	-6	0	1.4	-2.3	-0.1	-11	2.8	-2	-0.1
#8 O=C1CN(c2ccccc2Cl)C(=O)CN1c1ccccc1Cl
→ 0.4	1	2	6	0.2	0.1	0.1	15	-0.4	0	-1.5
#9 O=C(N[C@H]1C/C=C\C[C@@H](CC(=O)N(CCO)Cc2ccccc2)C(=O)N[C@H](Cc2c[nH]c3ccccc23)COC1=O)OCC1c2ccccc2-c2ccccc21
→ 1.0	-38	10*	4	0.3	1.5	0.7	9	-0.6	1	-1.4
#10 O=C1CC(c2ccccc2)CN1C(=O)c1cncc(Br)c1 (centres undefined)
→ -1.1	1	-3	-8	2.7	0.5	-1.3	4	-1.5	1	-1.4
#11 Fc1cc(F)cc(-c2c(-c3ccccc3)ncc3ccc(F)cc23)c1
→ 1.8	3	1	-6	-0.8	-0.6	0.3	9	2.5	-4	-0.6
#12 O=C(NCc1ccccc1)c1ccc(CS(=O)(=O)Cc2ccc(F)cc2)o1
→ -3.1	1	-6	-8	-0.5	-0.9	-1.7	-2	1.6	1	-1.3
#13 COC(=O)c1nnn(CC(=O)NC(=O)Nc2c(C)cccc2C)c1C(=O)OC
→ -2.3	2	-3	2	-0.1	-0.7	0.3	-7	-0.3	3	-0.4
#14 CC(C)c1nnc(NC(=O)CCS(=O)(=O)c2ccccc2)s1
→ 1.9	0	-3	-6	-0.3	0.0	-1.4	-1	-0.2	1	-1.3
#15 CCCSc1oc(-c2ccco2)nc1S(=O)(=O)c1ccccc1
→ -2.2	-16	-1	-6	-0.5	-0.5	-1.4	-1	4.8	-4	-1.6
#16 CC[C@@]12C(=O)N(c3cccc(F)c3)C(=O)N1[C@H](c1cccc(C)c1)[C@@H]1C(=O)N(Cc3ccccc3)C(=O)[C@@H]12
→ 2.2	-22	2	1	0.6	0.3	1.3	-1	-1.1	1	-1.3
#17 Oc1ccc(-c2cnc(-c3ccc(O)cc3)nc2)cc1
→ 17*	-23	-1	-49	3.4	-2.0	6.9*	-11	3.0	-28	1.2*
#18 Cc1cccc(-n2c(C)nc3ccsc3c2=O)c1
→ -0.8	-4	-1	-6	0.3	3.2	-1.6	-4	0.5	2	0.5
#19 CN(c1ccc(Cl)cc1)c1cc2c(c3c1ccn3C)C1CCC2O1 (centres undefined)
→ 2.4	-5	1	-7	-1.8	/	1.8	0	/	-6	-1.5
#20 Cn1c(=O)c(=O)n(C)c2cc(N3CCOCC3)c(NS(=O)(=O)c3ccc(F)c(Cl)c3)cc21
→ 0.9	3	-3	-75	0.3	0.4	2.1	-17	0.4	-63	-0.7
#21 CCc1ccc(N=CC2=C(O)CC(c3ccco3)CC2=O)cc1 (centres undefined)
→ 0.1	4	3	-3	-1.0	2.5	-0.6	2	-0.1	-4	-1.6
#22 Cc1noc(/C=C/N(C)C)c1S(=O)(=O)N1CCCC(C(=O)NCCC2=CCCCC2)C1 (centres undefined)
→ 2.1	4	1	6	-0.7	0.9	0.9	1	0.7	-1	-0.1
#23 COc1ccc(-c2n[nH]c(=S)n2N)c(OC)c1
→ 0.2	5	0	2	-0.1	-0.1	-0.6	3	1.7	-1	-0.5
#24 Cc1ccc(C)c(N2CCN(C(c3ccc(N(C)C)cc3)c3nnnn3C(C)(C)C)CC2)c1 (centres undefined)
→ -1.6	-2	-2	0	0.4	1.7	-0.1	-1	1.4	1	-1.3
#25 O=C(O)CCCC(=O)Nc1cccc(C(F)(F)F)c1
→ -0.7	-4	-2	1	-0.9	0.7	0.6	-2	-0.6	-2	-0.8
#26 CSc1ccccc1NC(=O)CN(C)C(=O)c1ccc(NC(=O)c2cccs2)cc1
→ 0.4	0	-5	-5	-1.9	-1.3	-2.3	-6	-2.6	0	-1.3
#27 O=P1(O)C=C(c2ccccc2)NC(c2ccccc2)=C1
→ 0.7	-1	0	0	0.9	1.2	-0.4	1	-0.9	3	-1.0
#28 O=C1c2ccncc2C(=O)N1CO
→ 0.9	2	-1	6	-0.6	0.1	-1.4	-5	2.5	4	-1.3
#29 Cc1nn(CC(=O)NCCCN2CCC(N3CCCCC3)CC2)c(=O)c2cc(-c3ccccc3)nn12
→ -1.1	-1	0	-3	0.8	-0.1	0.5	2	-2.2	7	-1.1
#30 Cc1cc(NC(CC(C)C)C(=O)O)nc(Cc2ccccc2)n1 (centres undefined)
→ -0.1	4	-2	3	0.0	0.7	-1.2	4	0.8	0	-1.0

Overlap with the part before: 3 compounds, then new ones.
Values in the order: hgDAF-12 ag	sPLA2-III inh	ADAM17 inh	PLC-beta3 inh	DAX1 inh-2	DAX1 inh-1	hcDAF-12 act	ADAM10 inh	FXN GAA850 act	PLC-gamma1 inh	ssDAF12 agonist
#28 O=C1c2ccncc2C(=O)N1CO
→ 0.9	2	-1	6	-0.6	0.1	-1.4	-5	2.5	4	-1.3
#29 Cc1nn(CC(=O)NCCCN2CCC(N3CCCCC3)CC2)c(=O)c2cc(-c3ccccc3)nn12
→ -1.1	-1	0	-3	0.8	-0.1	0.5	2	-2.2	7	-1.1
#30 Cc1cc(NC(CC(C)C)C(=O)O)nc(Cc2ccccc2)n1 (centres undefined)
→ -0.1	4	-2	3	0.0	0.7	-1.2	4	0.8	0	-1.0
#31 COC(=O)N/N=C/c1ccc(OC(=O)/C=C/c2ccco2)cc1
→ -0.5	-1	-1	-5	0.1	/	-1.3	0	2.2	0	-1.6
#32 O=C(CCC(=O)N1CCSc2ccccc21)NCc1cccc(Cl)c1
→ -0.9	14	0	-2	-0.9	2.4	-1.7	-15	-2.8	1	-1.5
#33 CSc1nc2ccccc2n1CC(=O)Nc1ccccc1
→ -1.5	1	2	2	1.1	-0.2	-2.1	-9	-0.8	3	-0.5
#34 O=C1C(NC(=O)N2c3ccccc3C=Cc3ccccc32)CCCCN1Cc1ccc(Cl)cc1 (centres undefined)
→ -2.6	-5	0	-2	-1.1	/	-1.4	4	/	-1	-1.8
#35 CC[C@]12C(=O)N(C)C[C@H]([C@@H]3C(=O)N(Cc4ccccc4)C(=O)[C@@H]31)N2C(=O)c1ccc(C(C)(C)C)cc1
→ -1.5	6	-7	0	-0.6	0.2	-1.8	2	6.9	-1	-0.8
#36 CC1(C(=O)NS(=O)(=O)c2ccc(C#N)cc2)CCN1C(=O)Cc1cccc2ccccc12 (centres undefined)
→ 3.3	-9	-5	0	-0.6	/	0.1	-7	1.1	0	-1.7
#37 Cc1ccc(-c2noc(CNCCCN(C)C)n2)cc1
→ 2.0	5	-4	-2	-0.4	-0.5	0.7	-9	1.5	0	-1.0
#38 O=C(CN1CCc2cc3c(cc2C1)OCCCO3)Nc1cccc([N+](=O)[O-])c1
→ -3.0	0	-6	-103	-2.6	0.2	-1.5	-29	4.2	-68	-1.5
#39 CCOC(=O)CSc1nc2ccccc2n1C(=O)OCC
→ 1.6	0	0	4	-0.3	0.7	-1.0	-3	-0.3	-3	-1.3
#40 CCOP(=O)(OCC)C(Nc1cccc(C)c1)c1ccc(F)cc1 (centres undefined)
→ -1.1	-3	-2	-2	-0.5	-1.3	1.6	-2	-1.2	0	-0.9
#41 N/C(=N\OC(=O)CCc1ccccc1)c1ccccc1Cl
→ 8.2	-1	1	-1	1.2	-0.1	5.2	-1	3.9	1	0.2
#42 S=c1[nH]nc(-c2ccccn2)n1/N=C/c1ccco1
→ -1.9	-1	-1	-4	0.2	/	-1.2	-7	1.2	-7	-0.3
#43 CCNC(=O)C[C@@H]1C=C[C@@H](NS(=O)(=O)c2ccc(F)cc2)[C@@H](CO)O1
→ 1.5	11	-3	-1	1.9	/	-0.9	-17	/	-4	-0.5
#44 CN(C)CCN(C)C1CN(Cc2ccc(F)cc2)S(=O)(=O)C1 (centres undefined)
→ -1.1	8	-3	-5	0.6	/	-0.3	-23	/	3	-0.4
#45 c1ccc(-c2onc3c2CCCC3)cc1
→ 2.6	2	-5	-4	-1.3	0.5	-0.7	-5	1.4	-4	-1.1
#46 COc1ccc(N2CCN(C(=O)COC(=O)Cc3c(F)cccc3Cl)CC2)cc1
→ 1.1	6	-4	-4	1.1	-1.0	0.8	-6	1.5	1	-1.1
#47 Cc1ccc(-c2csc3ncnc(N4CCN(C(=O)c5ccco5)CC4)c23)cc1
→ -4.5	1	0	1	-1.2	-0.8	-1.6	-8	-1.4	-2	-0.9

Some of these compounds in order of count of non-hydrogen atoms, rising:
Values in the order: hgDAF-12 ag	sPLA2-III inh	ADAM17 inh	PLC-beta3 inh	DAX1 inh-2	DAX1 inh-1	hcDAF-12 act	ADAM10 inh	FXN GAA850 act	PLC-gamma1 inh	ssDAF12 agonist
#46 COc1ccc(N2CCN(C(=O)COC(=O)Cc3c(F)cccc3Cl)CC2)cc1
→ 1.1	6	-4	-4	1.1	-1.0	0.8	-6	1.5	1	-1.1
#36 CC1(C(=O)NS(=O)(=O)c2ccc(C#N)cc2)CCN1C(=O)Cc1cccc2ccccc12 (centres undefined)
→ 3.3	-9	-5	0	-0.6	/	0.1	-7	1.1	0	-1.7
#35 CC[C@]12C(=O)N(C)C[C@H]([C@@H]3C(=O)N(Cc4ccccc4)C(=O)[C@@H]31)N2C(=O)c1ccc(C(C)(C)C)cc1
→ -1.5	6	-7	0	-0.6	0.2	-1.8	2	6.9	-1	-0.8

Screening results deposited in PubChem by The Scripps Research Institute Molecular Screening Center.
